KLK7 zymogen act = activates the human kallikrein-7 zymogen. purified proKLK7, EDANS-DABCYL substrate fluorescence; 100% is mature enzyme control, 0% vehicle. AID 652039. hit rate 0.9% among 370,000. P49862. activation, % at 7 µM;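 active means activation above the mean of all tested compounds plus 3 SD, computed per campaign excluding outliers beyond control limits, cut at about 13% in these data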
ARFGAP1 inh = rat ARFGAP1 inhibition; Q62848; Arfgap1-stimulated ARF1 GTP hydrolysis, GDP FP detection; inhibition, % at 16.5 µM; hit rate 0.26% among 360,000; AID 651572;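 active means inhibition above a per-plate limit, mean inhibition of low control wells plus 3 SD, cut at about 25% in these data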;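 further: 0% = DMSO wells with enzyme and 100% = wells lacking Arfgap1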
Target sequence (Q62848 1-136 limits assumed): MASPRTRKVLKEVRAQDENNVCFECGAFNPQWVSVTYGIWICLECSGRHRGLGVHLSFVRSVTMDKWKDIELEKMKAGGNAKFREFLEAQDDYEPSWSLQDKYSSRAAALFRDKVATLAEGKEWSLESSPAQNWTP
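Repeats: one replicate per compound; assay system: rat Arfgap1 catalytic domain, aa 1-136; times: enzyme reaction 120 min at 25 °C after 20 min preincubation; detection: FP of antibody-bound GDP Alexa 633 tracer, ex 620/em 688 nm; benchmarks: high control wells lacking Arfgap1, low control full reaction with DMSO; reagent: human ARF1(Δ1-17)-GTP substrate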
Tn6 DDE FP = disrupts Tn6 cyclic peptide binding to fibrin D-Dimer-E complex; P02675; Fibrin DD(E) TRITC-Tn6 fluorescence polarization displacement; inhibition, % at 8.3 µM; hit rate 0.21% among 370,000; AID 720509;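 active means inhibition above a per-campaign cutoff: mean of compounds within control limits plus 3 SD, cut at about 15% in these data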;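 further: 0% = median of all compound wells on the plate and 100% = blocking peptide control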
ADAM10 inh = ADAM10 inhibition, QFRET primary screen; hit rate 0.62% among 370,000; inhibition, % at 7 µM; O14672; AID 720582; recombinant ADAM10, EDANS/DABCYL FRET peptide cleavage, 3 h;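 active means inhibition above a per-campaign cutoff equal to the mean of compounds falling between control-based bounds plus 3 SD, cut at about 20% in these data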;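 further: 0% = DMSO wells while the 100% control is not disclosed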
Target sequence (O14672 214-748 limits assumed): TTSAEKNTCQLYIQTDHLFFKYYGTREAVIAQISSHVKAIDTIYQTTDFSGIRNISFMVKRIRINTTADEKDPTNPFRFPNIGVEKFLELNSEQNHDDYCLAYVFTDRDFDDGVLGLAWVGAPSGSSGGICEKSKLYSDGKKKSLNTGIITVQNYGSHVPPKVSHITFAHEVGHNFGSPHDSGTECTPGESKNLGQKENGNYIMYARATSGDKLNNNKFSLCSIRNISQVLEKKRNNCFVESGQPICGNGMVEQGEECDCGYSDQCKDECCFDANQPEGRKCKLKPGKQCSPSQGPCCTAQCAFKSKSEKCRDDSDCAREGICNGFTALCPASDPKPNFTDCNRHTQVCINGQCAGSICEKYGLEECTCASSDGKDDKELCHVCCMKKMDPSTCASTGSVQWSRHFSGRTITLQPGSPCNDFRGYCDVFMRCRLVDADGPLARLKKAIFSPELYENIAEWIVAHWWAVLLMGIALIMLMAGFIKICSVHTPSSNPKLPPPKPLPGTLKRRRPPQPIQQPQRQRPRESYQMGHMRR
ASAP1 GAP inh = ASAP1 ArfGAP inhibition. Q9ULH1. ASAP1-stimulated ARF1 GTP hydrolysis, GDP FP detection. inhibition, % at 16.5 µM. hit rate 0.19% among 360,000; in the data active means inhibition above about 25%;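 further: 0% = vehicle with enzyme and substrate and 100% = no enzyme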
Target sequence (Q9ULH1 325-724 limits assumed): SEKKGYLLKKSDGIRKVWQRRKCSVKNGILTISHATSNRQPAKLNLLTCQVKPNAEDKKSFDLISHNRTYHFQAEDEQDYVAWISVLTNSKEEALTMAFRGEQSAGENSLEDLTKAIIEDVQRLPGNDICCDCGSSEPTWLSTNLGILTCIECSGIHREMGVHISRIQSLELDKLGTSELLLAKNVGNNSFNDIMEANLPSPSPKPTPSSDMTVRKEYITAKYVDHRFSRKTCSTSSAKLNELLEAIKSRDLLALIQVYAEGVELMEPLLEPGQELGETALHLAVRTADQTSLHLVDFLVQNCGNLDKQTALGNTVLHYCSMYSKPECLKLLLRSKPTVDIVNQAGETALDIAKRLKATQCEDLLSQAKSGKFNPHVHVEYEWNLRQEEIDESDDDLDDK
NPR1 activator = GC-A (human) enzyme activation; P16066; HEK293 GC-A cells, cGMP TR-FRET, EC30 ANP; 0% at EC30 ANP, 100% saturating ANP; activation, % at 10 µM; hit rate 0.14% among 370,000; AID 1671463; in the data active means activation above about 40%
FXN GAA850 act = increases GAA850 frataxin promoter reporter activity. HEK293 lucGAA850 FXN promoter luciferase reporter, 24 h; percent of 10 µM SAHA response. hit rate 0.56% among 360,000. AID 540364. activation, % at 6 µM;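 active means activation above the average of all compounds screened plus 3 SD, cutoff fixed separately per campaign, cut at about 7.5% in these data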;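 further: 0% = DMSO wells and 100% = 10 µM SAHA wells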
HGIII-sPLA2 inh = Inhibits HGIII-sPLA2 liposome hydrolysis, primary screen; QFRET BODIPY PC-A2 liposome hydrolysis, fluorescence; Q9NZ20; inhibition, % at 12.2 µM; hit rate 0.56% among 370,000;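 active means inhibition above mean plus 3 SD of compounds lying within the high and low control bounds, cut at about 19% in these data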;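 further: 0% = median of test compound wells and 100% = no enzyme DMSO wells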
rCAG RNA binder = molecules binding r(CAG) RNA repeats; hit rate 1.3% among 370,000; inhibition, % at 3 µM; r(CAG) RNA repeat, TO-PRO-1 dye displacement fluorescence; AID 651821;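 active means inhibition above the plate cutoff, the mean of all test compounds on that plate plus 3 SD, cut at about 35% in these data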;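 further: 0% = DMSO alone and 100% = 100 µM mitoxantrone as full dye displacement; higher means more dye released from RNA so lower well fluorescence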
GC-B act = GC-B (human) receptor activation; P20594; HEK293-GC-B cells, CNP EC30, cGMP TR-FRET; 0% at EC30 CNP, 100% saturating CNP; activation, % at 10 µM; hit rate 0.11% among 370,000; AID 1920062;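 active means activation at 10 µM reaching about 35% in either raw or pattern-adjusted values, limit read from the data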
The depositor's hits bear a star; i = inactive; nt = no result given. Rows are unselected; about 4.5% have a hit in one of these screens.

SMILES	KLK7 zymogen act	ARFGAP1 inh	Tn6 DDE FP	ADAM10 inh	ASAP1 GAP inh	NPR1 activator	FXN GAA850 act	HGIII-sPLA2 inh	rCAG RNA binder	GC-B act
COc1cccc(NC(=O)CN(C)C(=O)CCCc2c[nH]c3ccccc23)c1	-1.0	-7	2	-1	2	-4	0.7	-41	2	-3
CCN1C(=O)/C(=C/c2ccc(C)s2)NC1=S	-0.3	-12	-10	14	-13	35	2.2	13	3	38*
Cc1onc(-c2ccccc2)c1C(=O)Nc1ccncc1	0.2	10	2	-11	10	1	2.3	6	1	3
CCOC(=O)C1CCCN(c2c(NCCCN(C)Cc3ccccc3)c(=O)c2=O)C1 (configuration not stated)	-0.1	8	-7	0	0	1	-3.5	3	-5	0
O=C(CSc1nnc(COc2ccccc2)n1-c1ccccc1)c1cccs1	0.4	-9	2	7	10	-3	4.0	-67	0	-13
CCC1(CC)NC(=O)N(CC(=O)NCc2ccc3c(c2)OCO3)C1=O	-0.6	5	-5	0	3	2	-0.5	0	2	5
CCOc1ccc(S(=O)(=O)Nc2ccc(C(=O)N/N=C/c3c(C)nn(-c4ccccc4)c3N3CCCC3)cc2)cc1	-11	-5	1	-8	11	-4	1.2	3	25	-7
C[C@H](CO)N1C[C@H](C)[C@@H](CN(C)Cc2ccncc2)Oc2c(NS(=O)(=O)c3ccc(F)cc3)cccc2C1=O	0.2	-9	10	-9	10	0	-1.9	-1	0	-2
COc1cc(C2Nc3ccc4ccccc4c3C3=C2C(=O)CC(C)(C)C3)ccc1OCC(=O)O (configuration not stated)	16*	-10	10	i	-4	-1	2.9	-9	25	1
COc1cccc(CNC(=O)c2nnn(CC(=O)Nc3ccc(C)c(C)c3)c2N)c1	-0.5	0	-3	-3	1	0	-0.1	3	-1	-3
Cc1cccc(C)c1NC(=S)NN(Cc1ccccc1)c1ccccc1	0.1	-7	-5	-2	-3	-10	1.2	14	-4	-8
Cc1cccc(C)c1NC(=O)CSc1nnc(C)n1CC1CCCO1 (configuration not stated)	0.1	12	-2	3	2	1	0.6	2	-3	0
COc1ccc(N2CCN(C(=O)NCc3ccc(OC)c(Cl)c3)CC2)cc1	0.6	3	5	9	-2	4	0.0	2	0	1
COc1ccccc1NC(=O)c1ccc(NC(=O)c2cc3c(s2)CCC3)cc1	-0.3	-13	8	7	3	6	-1.1	-2	4	-1
COc1ccc(NC2c3ccccc3C(=O)N2Cc2ccc3c(c2)OCO3)cc1 (configuration not stated)	0.0	10	3	11	6	17	1.6	2	-6	-2
O=C(NCCc1ccc(F)cc1)C1CCCCC1	0.0	0	-5	6	-4	1	1.5	5	0	-4
CCOc1cc(/C=N\NC(=O)c2c(C)nc3ccccn23)ccc1O	-0.9	4	6	-20	5	-6	0.3	6	-4	1
COc1ccc(COC(=O)c2ccc(N3CCCC3=O)cc2)cc1F	0.1	-5	2	6	0	1	-2.4	-4	-4	3
CCOC(=O)CSc1ncnc2c1cnn2-c1ccc(C)cc1C	0.5	5	-2	-3	8	-6	0.5	-9	-8	0
O=C(O)CC1(CC(=O)Nc2ccc(Br)cc2)CCCCC1	-0.1	3	0	4	2	-3	1.9	-7	6	0
Cc1ccc(-n2nc3c(=O)n(CC(=O)NCc4ccccc4Cl)nc(C)c3c2C)cc1	0.0	0	1	-2	1	-2	1.5	0	-1	-2
CCN(CC)CCN(Cc1cc2cc3c(cc2[nH]c1=O)OCCO3)C(=S)NCC(C)C	3.1	2	-5	-324	3	0	-1.0	6	3	3
CCOc1ccc(Oc2ccccc2NC(=O)C2=COCCO2)cc1	-0.1	-1	-6	9	5	2	4.5	-40	-3	-1
COc1ccc2oc(C)c(C(=O)c3ccccc3)c2c1	0.1	2	-1	2	6	-4	-0.1	-7	-2	5
N#CC(C#N)=C1C(=O)N(CCN2CCCCC2)c2ccccc21	0.5	-2	-10	-5	-17	1	-4.9	1	11	2

(more compounds)
SMILES	KLK7 zymogen act	ARFGAP1 inh	Tn6 DDE FP	ADAM10 inh	ASAP1 GAP inh	NPR1 activator	FXN GAA850 act	HGIII-sPLA2 inh	rCAG RNA binder	GC-B act
O=C(/C=C/c1ccc2c(c1)OCO2)NCCSCc1c(Cl)cccc1Cl	-0.6	5	3	-16	10	1	0.6	-20	-1	-1
C=CCn1c(-c2cc3cccc(OC)c3o2)n[nH]c1=S	-11	0	5	-155	-6	-1	0.2	9	5	-1
O=C(NCCc1ccc(Cl)cc1)C1CCN(c2ncccn2)CC1	0.3	0	5	-25	-15	0	0.2	3	-7	0
COc1ccc(/C=C2/SC(=O)N(NS(=O)(=O)c3ccccc3)C2=S)cc1OC	0.7	5	3	2	20	3	-0.3	-23	69*	-4
COc1ccc(S(=O)(=O)N2CCOCC2)cc1NC(=O)CC1CC2CCC1C2 (configuration not stated)	-0.5	-6	4	-4	3	0	0.1	1	1	6
Cc1ccc(-c2cc(-c3nnc(SCC(=O)NCC(C)C)n3N)c3ccccc3n2)cc1	-0.3	5	8	-145	7	2	-0.2	-11	-3	-3
O=c1[nH]cnc2scc(-c3ccsc3)c12	-0.3	-3	-1	-2	-12	-2	-0.8	-6	0	-5
CC(C)OCCCN1C(=O)c2ccccc2C1C(=O)NC1CCCCC1 (configuration not stated)	0.2	16	-9	-3	3	2	1.2	1	0	-1
O=[N+]([O-])c1cccc(-c2nc(-c3cccs3)c(-c3cccs3)[nH]2)c1	0.0	-1	1	-6	-3	0	-3.0	5	11	-8
O=C(O)c1ccc(NC(=S)NC(=O)c2ccc(-c3ccccc3)cc2)cc1	0.1	-12	7	-2	-11	-5	1.5	-6	6	-3
CCC(=O)Nc1cccc(C(=O)/C=C/c2cc(Br)ccc2OC)c1	-2.9	5	-3	4	4	-8	-12	-31	7	-14
C/C(=N\NC(=O)c1ccccc1)c1ccc(N2CCCCC2)cc1	0.6	-2	-2	-13	18	-4	8.0*	7	-3	0
O=[N+]([O-])c1cc(/C=N/Nc2nc3ccccc3[nH]2)c(O)cc1O	-0.8	-1	-7	14	17	-4	nt	0	36*	-7
Cc1cc(C)[n+]2[nH]c(N)c(N=Nc3ccccc3)c2n1	0.3	1	-2	2	2	1	3.3	-5	5	1
Cc1sc2nc(CSCC(=O)Nc3ccccc3C#N)[nH]c(=O)c2c1C	-0.7	-11	-1	-29	-9	-4	-1.5	-7	8	-4
Cc1nc2c(C(=O)N3CCCC3)cnn2c(C)c1Cc1c(F)cccc1Cl	-0.3	2	5	-18	8	1	-0.3	7	-1	3
Cc1ccnc(NC(=O)c2ccc(S(=O)(=O)N3CCCCC3)cc2)c1	-0.7	10	-5	4	-14	-3	-1.5	-9	-1	3
Cc1ccc(C)c(S(=O)(=O)Nc2ccc(C(N)=O)cc2)c1	-1.1	-6	10	4	1	-1	0.4	-2	1	5
CCOC(=O)c1c(C)[nH]c(C(=O)OCc2ccc(F)cc2)c1C	-0.1	-4	2	6	-2	0	6.6	-6	-5	5
Cc1c(Cl)cccc1NC(=O)C1Cc2ccccc2CN1C(=O)c1ccccc1 (configuration not stated)	0.2	6	1	-4	-9	-3	0.4	-6	9	-7
CC1C(=O)CC(c2ccc([N+](=O)[O-])cc2)NC1c1ccc([N+](=O)[O-])cc1 (configuration not stated)	-0.2	2	-3	12	-11	0	-0.5	-2	5	-2
O=C(Cc1ccc(S(=O)(=O)N2CCOCC2)s1)NCCC(c1ccccc1)c1ccccc1	0.3	3	-1	2	-16	-6	-3.2	-43	7	-4
O=c1oc2cc(O)ccc2s1	0.2	18	-1	-7	4	4	9.6*	20*	0	9
CC1(C)CC(=O)C2=C(C1)OC(N)=C(C#N)C21C(=O)N(CN2CCOCC2)c2ccccc21 (configuration not stated)	-0.1	1	9	7	2	-3	3.5	5	-4	9
COc1ccccc1NC(=S)N(Cc1ccccc1)Cc1ccccn1	-0.4	5	2	-5	5	-5	3.3	0	-2	-6

Continuation:
SMILES	KLK7 zymogen act	ARFGAP1 inh	Tn6 DDE FP	ADAM10 inh	ASAP1 GAP inh	NPR1 activator	FXN GAA850 act	HGIII-sPLA2 inh	rCAG RNA binder	GC-B act
CCc1ccc2[nH]c(=O)c(CN(Cc3ccco3)S(=O)(=O)c3ccc4c(c3)OCCO4)cc2c1	0.3	1	1	-4	-3	0	0.6	5	-5	1
COc1ccc(-c2cc(C(=O)N3CC4(C)CC3CC(C)(C)C4)no2)cc1OC (configuration not stated)	0.1	-13	11	7	7	0	0.2	4	-1	-1
CCN(CC)C(=O)CC(c1ccc2c(c1)OCO2)c1c(OC)cc(OC)c2c(-c3ccccc3)cc(=O)oc12 (configuration not stated)	-1.8	5	-8	1	7	1	1.4	-5	1	5
CC(C)NC(=O)COc1nncc2ccccc12	0.6	10	-13	4	13	1	0.2	2	0	1
COC(=O)C1CN(CC(C)C)CCS(=O)(=O)N1Cc1ccc(OC)cc1 (configuration not stated)	0.1	nt	-9	4	nt	-3	nt	0	-2	-9
COc1ccccc1N1CCN(C(=O)c2ccc(S(=O)(=O)N3CCCC3)cc2)CC1	0.5	-18	-5	-2	-4	7	-3.5	0	1	-6
Cc1ccc(C(=O)NCc2ccc(Cl)cc2)o1	-0.8	5	-1	-11	0	2	0.5	3	-3	-2
COc1cc([N+](=O)[O-])cc(/C=N/NC(=O)C(C)Nc2ccccc2C)c1O (configuration not stated)	-0.6	-3	-8	26*	-2	0	0.3	-3	36*	-2
O=C(N1CCOCC1)C12CCC3CC(CC(C3)C1)C2	-1.6	2	-1	-4	-5	0	1.8	-2	-5	4
COc1ccc(C/C(C)=N/NC(=S)Nc2ccccc2)cc1	-0.3	5	0	-5	12	-1	4.1	6	-4	2
CCOC(=O)N1CCN(c2nc(-c3ccccc3)c3cc(C)ccc3n2)CC1	-7.9	10	-4	-108	-10	1	2.9	-6	-5	-2
Cc1ccc(NC(=O)CN2CCCC2c2cccs2)cc1S(=O)(=O)N1CCCCC1 (configuration not stated)	0.1	-3	1	8	4	-1	-0.5	-7	5	6
CCc1ccc(OS(=O)(=O)c2cn(C)c(=O)n(C)c2=O)cc1	-0.7	-3	2	-4	-3	-7	-0.7	3	1	-2
CCN(CC)CCC(O)(c1ccc2c(c1)OCO2)c1cc(OC)c(OC)c(OC)c1 (configuration not stated)	-0.4	-4	-4	-6	3	-20	-0.3	-3	1	-10
O=c1c(C(c2ccc(Br)cc2)c2c(O)nc3n(c2=O)CCS3)c(O)nc2n1CCS2	-0.4	-3	-3	7	4	-1	0.0	-1	8	4
CCCCC(CCC(=O)Nc1nccs1)C(=O)O (configuration not stated)	0.4	-7	-5	-1	-18	3	-2.1	3	0	9

A second format for some results above:
Below each compound – KLK7 zymogen act, ARFGAP1 inh, Tn6 DDE FP, ADAM10 inh, ASAP1 GAP inh, NPR1 activator, FXN GAA850 act, HGIII-sPLA2 inh, rCAG RNA binder, GC-B act
COc1ccccc1N1CCN(C(=O)c2ccc(S(=O)(=O)N3CCCC3)cc2)CC1
→ 0.5, -18, -5, -2, -4, 7, -3.5, 0, 1, -6
Cc1ccc(C(=O)NCc2ccc(Cl)cc2)o1
→ -0.8, 5, -1, -11, 0, 2, 0.5, 3, -3, -2
Cc1ccc(NC(=O)CN2CCCC2c2cccs2)cc1S(=O)(=O)N1CCCCC1 (configuration not stated)
→ 0.1, -3, 1, 8, 4, -1, -0.5, -7, 5, 6
